Source: PubChem (several laboratories)
KCNK9 inh: inhibitors of human KCNK9 two-pore domain potassium channel | B-score at 10 µM | Q9NPC2 | hit rate 1.2% among 310,000 | HEK293 KCNK9, FluxOR thallium flux fluorescence; stronger effect = lower value | AID 488922;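 active = ratio B-score over 3 SD below the library mean, with starting fluorescence within 5 SD of its mean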;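 also: negative B-score means less thallium flux so channel inhibition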
Target sequence (Q9NPC2 whole entry, looked up, the tested form may be a part): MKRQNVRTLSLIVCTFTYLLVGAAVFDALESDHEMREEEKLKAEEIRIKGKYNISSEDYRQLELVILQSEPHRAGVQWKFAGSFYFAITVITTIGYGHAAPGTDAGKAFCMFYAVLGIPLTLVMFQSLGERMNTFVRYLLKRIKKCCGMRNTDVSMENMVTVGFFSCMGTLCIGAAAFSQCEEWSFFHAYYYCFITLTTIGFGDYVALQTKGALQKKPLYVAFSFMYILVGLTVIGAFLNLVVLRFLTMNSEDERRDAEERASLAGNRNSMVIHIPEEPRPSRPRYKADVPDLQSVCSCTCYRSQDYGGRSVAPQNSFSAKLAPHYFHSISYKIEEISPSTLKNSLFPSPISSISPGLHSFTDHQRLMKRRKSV
HDAC3 inhib: blocks human histone deacetylase 3 | O15379 | recombinant HDAC3, fluorogenic peptide/trypsin coupled, fluorescence | inhibition, % at 8.3 µM | hit rate 0.15% among 320,000 | AID 2718; in the data active = inhibition above about 26%, passing the limit was not always enough
DYRK1A inh: Dyrk1A (rat) kinase inhibition; ADP-Glo luminescence, NFATc1 peptide; inhibition, % at 12.5 µM; hit rate 0.43% among 310,000; AID 504441; in the data active = inhibition above about 50%;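 also: plate controls were vehicle with enzyme for no effect and no enzyme for full effect; many of its hits are not listed in these tables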
KCNK3 inh: human KCNK3 channel inhibition, primary screen. B-score at 10 µM. hit rate 0.84% among 340,000. CHO-KCNK3 thallium flux, FluxOR fluorescence; stronger effect = lower value;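 active = B-score under library mean minus 4 SD, starting fluorescence ratio at most library mean plus 5 SD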;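 also: more negative B-score means stronger inhibition of thallium flux through KCNK3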
hERG rescue: shields human hERG channel from block by proarrhythmic agents; Q12809; CHO-hERG, FluxOR thallium flux, dofetilide IC70 present; activation (rescue from dofetilide block), less the hit threshold, % at 10 µM; hit rate 0.51% among 310,000; AID 1511;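 active = activation above the mean of controls blocked by dofetilide plus 5 SD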;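 also: thallium influx through hERG after potassium depolarization seen as dye fluorescence rise; in these data hits start at about 4.7%; inactives centre near -7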
GSK3A inh: inhibitors of human GSK-3 alpha kinase; P49840; ADP-Glo luminescence, 60 min; inhibition, % at 10 µM; hit rate 0.1% among 320,000; AID 2650;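 in the data active = inhibition above about 50%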;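 also: GST-tagged GSK-3 alpha with peptide substrate and 25 µM ATP; 0% = DMSO neutral wells and 100% = GW8510 positive control wells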
KCNQ1 pot: human KCNQ1 channel potentiation or activation; AID 2648; hit rate 0.35% among 310,000; CHO-K1 KCNQ1, thallium flux FluxOR fluorescence; stronger effect = higher value; B-score at 10 µM; P51787;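 active = fluorescence ratio B-score, a plate-corrected score, at least three library SD, with initial intensity B-score within 5 SD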
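Material: CHO-K1 cells stably expressing KCNQ1. Medium: assay buffer for compound exposure, DMSO matched across wells. Reagent: K+/Tl+ depolarizing stimulus. Compound dosing: single-concentration screen. Times: 37 °C overnight plating, 90-min dark dye load, 20-min compound pretreatment. Technique: FluxOR Tl+ flux fluorescence.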
RGS4 pot: RGS4 potentiation or activation; HEK293 M3R/inducible RGS4, carbachol calcium flux Fluo4; stronger effect = lower value; B-score at 10 µM; hit rate 0.92% among 310,000; AID 463111;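 active = B-score of the integrated calcium signal more than 4 SD below the library mean, with starting fluorescence not abnormally high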;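 also: negative B-score means reduced calcium response which marks RGS4 activation or potentiation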
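Material: M3R-expressing HEK293 line, RGS4 induced by doxycycline | Schedule: Overnight RGS4 induction, 30 min dye load 37 °C, 20 min compound RT | Measured by: Fluo4 fluorescence kinetic imaging of calcium | Read-out: Integrated calcium ratio converted to B score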
GSK3B inh: human GSK3beta kinase inhibition | P49841 | GST-GSK3beta kinase, ADP-Glo luminescence, 60 min; stronger effect = lower value | activity score (negative = inhibition), % at 10 µM | hit rate 0.038% among 300,000 | AID 2097;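 active = more than half of replicate wells score below -50%, meaning over 50% inhibition versus plate controls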;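 also: 0% = median DMSO wells and -100% = median GW8510 positive control wells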
Target sequence (P49841 whole entry, looked up): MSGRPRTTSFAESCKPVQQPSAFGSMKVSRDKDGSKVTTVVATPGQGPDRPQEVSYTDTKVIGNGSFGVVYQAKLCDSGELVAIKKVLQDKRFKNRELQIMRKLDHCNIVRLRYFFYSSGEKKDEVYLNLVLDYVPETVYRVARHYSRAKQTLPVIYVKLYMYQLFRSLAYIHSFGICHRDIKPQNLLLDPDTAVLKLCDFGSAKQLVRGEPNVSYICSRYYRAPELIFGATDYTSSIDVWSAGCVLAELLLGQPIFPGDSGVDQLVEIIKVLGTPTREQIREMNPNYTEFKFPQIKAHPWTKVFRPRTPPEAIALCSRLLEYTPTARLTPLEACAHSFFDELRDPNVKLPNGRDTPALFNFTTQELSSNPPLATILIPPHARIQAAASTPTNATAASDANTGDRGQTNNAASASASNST
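Test system: GST-tagged human GSK3beta kinase, cell-free; evaluation: activity score scaled between in-plate DMSO and GW8510 controls; measured by: ADP-Glo luminescence; incubation: 60 min reaction, RT; benchmarks: DMSO and 20 µM GW8510; reagent: peptide substrate plus 25 µM ATP (final); medium: Tris/MgCl2 kinase buffer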
KCNQ1 block: blocks the human KCNQ1 potassium channel. hit rate 1.3% among 310,000. B-score at 10 µM. AID 2642. P51787. CHO-K1 KCNQ1, FluxOR thallium flux fluorescence; stronger effect = higher value;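 active = compounds whose thallium flux B-score, printed positive for inhibition, exceeds three library SD while starting fluorescence stays within three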;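 also: channel opened by potassium depolarization with thallium stimulus after 20 min compound exposure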
PolyA inhibitor: blocks polyadenylation in yeast reporter cells; S. cerevisiae SKY197-pL101 polyadenylation reporter, beta-gal luminescence; efflux-impaired pdr1/pdr3 knockout yeast; score 100 = 6 SD above DMSO; calls only at 12 µM; hit rate 0.02% among 300,000;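 active = lowest replicate activity score at least 50, where 100 means six control SD above control mean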;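 also: yeast exposed to compound for 9 h at 30 °C; higher score means more reporter readthrough which indicates perturbed polyadenylation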
* = called active by the depositor; i = inactive; . = no result given.

SMILES	KCNK9 inh	HDAC3 inhib	DYRK1A inh	KCNK3 inh	hERG rescue	GSK3A inh	KCNQ1 pot	RGS4 pot	GSK3B inh	KCNQ1 block	PolyA inhibitor
COCCNC(=O)C(c1ccc(C)o1)N(C(=O)c1snc(C(N)=O)c1N)c1cccc(C)c1 (stereo unspecified)	i	-2	4	i	-10	2	i	i	0	i	i
Cc1onc(-c2ccccc2)c1C(=O)N1CCCSC1=Nc1ccccc1	i	6	-4	i	-2	-1	i	i	-1	i	i
c1csc(Cn2nnnc2CN2CCN(c3nc4ccccc4s3)CC2)c1	i	1	4	i	-6	2	i	i	-13	i	i
Cc1cccc(C)c1OCc1cc(C(=O)N2CCN(c3ccc(F)cc3)CC2)no1	i	.	3	i	-9	.	i	i	3	i	i
CCCCOc1ncnc2c1[nH]c1ccc(C)cc12	i	.	.	.	-6	3	i	i	0	i	i
CCCN(C(=O)c1cn(CC)c2nc(C)ccc2c1=O)c1c(N)n(Cc2ccccc2)c(=O)[nH]c1=O	i	4	-10	i	-9	-3	i	i	-1	i	i
CC(NCc1cccs1)C(=O)Nc1cc(Cl)cc(Cl)c1 (stereo unspecified)	i	6	2	-9.8*	-20	0	i	i	.	i	i
CCCC(=O)Nc1nn(CC(C)C)c2nc3cc(C)ccc3cc12	i	4	3	i	3	-1	i	i	-2	i	i
COc1ccc(-c2c(C)nn(-c3ccccc3)c2N)cc1OC	i	1	21	i	4.7*	-1	i	i	-1	i	i
CN(C(=O)CSC1=NCCS1)c1ccccc1	i	2	1	i	-3	-1	i	i	2	i	i
CCc1c(C)nc2c(-c3ccccc3OC)c(C)[nH]n2c1=O	i	1	16	i	-4	1	i	i	.	i	i
CC(=O)NCc1ccc(-c2csc(N)n2)s1	i	5	0	i	-2	4	i	i	0	i	i
NC1=C([N+](=O)[O-])C(c2ccccc2)C2=C(CCCC2=O)O1 (stereo unspecified)	i	5	-5	i	-3	-4	i	i	0	i	i
C=CCn1c(CSc2nc3ccccc3s2)nnc1SCC(=O)NCCN1CCOCC1	i	-6	-6	i	-3	-2	i	i	-1	i	i
NC(=O)c1sc2nc3c(c(-c4ccco4)c2c1N)CCCC3	i	-6	11	i	-8	34	i	i	0	i	i
Fc1ccc(Cn2nnc3ccccc32)cc1	i	2	-1	i	1	0	i	i	1	i	i
NS(=O)(=O)c1ccc(CCNc2nc(CN3CCOCC3)nc3sc4c(c23)CCC4)cc1	i	-6	3	i	-12	1	i	i	-2	i	i
COCCNC(=O)c1cc2c(=O)n(C)c3ccccc3c2n1C	i	-9	31	i	-9	1	i	i	1	i	.
CN(C)S(=O)(=O)c1ccc(N2CCCC2)c(C(=O)NNC(=O)c2ccc(Br)cc2)c1	i	1	-9	i	-10	0	i	i	-3	i	i
COc1ccc(Cl)cc1C(=O)NCCN(C)C	i	4	-4	i	6.8*	-3	i	i	-1	i	i
C[C@@H](NC(=O)[C@@H]1Cc2ccccc2CN1)C(=O)NC1CCCC1	i	-4	6	i	-12	-1	i	i	-3	i	i
Cc1ccc(C(=O)N/N=C/c2cccc3ccccc23)cn1	i	16	.	i	-11	-1	i	i	-1	i	i
CCCN(C(=O)CSc1nnc(-c2ccoc2C)n1N)C1CCS(=O)(=O)C1 (stereo unspecified)	i	1	1	i	-13	-5	i	i	-3	i	i
Brc1cc2c(cc1CSc1ncccn1)OCO2	i	3	3	i	-4	0	i	i	4	i	i
Cn1cc(C(=O)Nc2ccc(F)c(Cl)c2)cn1	i	-4	4	i	-16	2	i	i	3	i	i

Shown bar-delimited: part of the list above
canonical_smiles | KCNK9 inh | HDAC3 inhib | DYRK1A inh | KCNK3 inh | hERG rescue | GSK3A inh | KCNQ1 pot | RGS4 pot | GSK3B inh | KCNQ1 block | PolyA inhibitor
CN(C(=O)CSC1=NCCS1)c1ccccc1 | i | 2 | 1 | i | -3 | -1 | i | i | 2 | i | i
CCCN(C(=O)c1cn(CC)c2nc(C)ccc2c1=O)c1c(N)n(Cc2ccccc2)c(=O)[nH]c1=O | i | 4 | -10 | i | -9 | -3 | i | i | -1 | i | i
c1csc(Cn2nnnc2CN2CCN(c3nc4ccccc4s3)CC2)c1 | i | 1 | 4 | i | -6 | 2 | i | i | -13 | i | i

Continued.
SMILES	KCNK9 inh	HDAC3 inhib	DYRK1A inh	KCNK3 inh	hERG rescue	GSK3A inh	KCNQ1 pot	RGS4 pot	GSK3B inh	KCNQ1 block	PolyA inhibitor
CCOC(=O)c1sc(=NC(=O)c2c(F)cccc2F)n(C)c1C	i	-6	-3	i	-6	-1	i	i	0	i	i
CC(=O)c1cccc(CN2CCCC(CCC(=O)NCc3ccccc3F)C2)c1 (stereo unspecified)	i	-4	.	i	-12	-1	i	i	0	i	i
Cc1cc(N(C)Cc2ccccc2)nc2cc(O)ccc12	i	-41	6	i	-10	6	i	i	1	i	i
CN1CCN(C(=O)C2=C[C@H](c3coc4ccccc4c3=O)C[C@H](OCCCCO)O2)CC1	i	-8	7	i	-8	-2	i	i	4	i	i
COc1ccc(Cn2ccnc2SCC(=O)Nc2cccc(NC(C)=O)c2)cc1	i	-1	.	i	-27	-10	i	i	0	i	i
CC(=O)c1cc2c(cc1N/C(=N/S(=O)(=O)c1ccc(Br)cc1)c1ccccc1)OCO2	i	-3	4	i	-19	-1	i	i	2	i	i
CCCCN(Cc1ccccc1)S(=O)(=O)c1ccc2[nH]c(=O)oc2c1	i	1	-4	i	-9	-5	i	i	-2	i	i
Nc1ccc(S(=O)(=O)NNC(=O)C(=O)NNc2ccccc2)cc1	i	.	-3	i	-12	.	i	i	4	i	i
CC(C)(C)NC(=O)CSc1nc2ccccc2n1-c1ccccc1	i	1	7	i	-13	-3	i	i	4	i	i
Cc1ccc(SCC2=NN(c3nc(C)cc(C)n3)C(=O)C2)cc1	i	-1	9	i	-7	-5	i	i	-1	i	i
O=C(COC(=O)CSc1nnc(-c2ccc(Cl)cc2)o1)Nc1cc(Cl)cc(Cl)c1	i	3	-1	i	-8	-5	i	i	1	i	i
COc1cccc(/C=N/Nc2nc3ccccc3[nH]2)c1OC	i	11	30	i	-2	-2	i	i	1	i	i
Cc1cccc(-c2cc(C(=O)NCc3ccccn3)c3ccccc3n2)c1	i	-1	3	i	-21	0	i	i	1	i	i
O=[N+]([O-])c1cc(-c2ccc(/C=N/c3nc4ccccn4c3-c3ccco3)o2)ccc1Cl	i	.	3	i	-12	0	i	i	-6	i	i
O=C(O)CN1C(=O)CNC1=O	i	-16	-27	i	-5	-1	i	i	1	i	i
COc1ccc(C(NC(C)=O)c2nccc3cc(OC)c(OC)cc23)cc1OC (stereo unspecified)	i	1	9	i	-3	-4	i	i	-2	i	i
O=C(CCN(NC(=O)c1ccccc1)C1=NS(=O)(=O)c2ccccc21)NC1CCCCC1	i	1	0	i	-5	4	i	i	2	i	i
CC1CC(C)CN(S(=O)(=O)c2ccc(C(=O)N3CCCC3)cc2)C1 (stereo unspecified)	i	-5	0	i	-4	4	i	i	1	i	i
O=C1C(=O)N(CCS(=O)(=O)c2ccccc2)c2ccccc21	i	6	1	i	-6	-3	i	i	2	i	i
CCC(C(=O)NCc1ccco1)n1nc(C)c2c(C)n(-c3ccccc3)nc2c1=O (stereo unspecified)	i	-1	0	i	-4	-2	i	i	-1	i	i
COc1ccc(CN2CCN(c3ncccn3)CC2)c(OC)c1	i	-2	.	i	-9	-2	i	i	1	i	i
CCOC(=O)C1C(=O)CC(C)(O)C(C(=O)OCC)C1c1ccc(Br)cc1 (stereo unspecified)	i	0	0	i	-11	2	i	i	1	i	i
COc1cc(C(=O)OC2CCOC2=O)cc(Cl)c1OC (stereo unspecified)	i	8	7	i	-5	0	i	i	3	i	i
Cc1ccc(-c2cn3c(=S)[nH]nc3s2)cc1	i	9	0	i	-5	5	i	i	0	i	i
COc1ccccc1NC(=S)NC(=O)c1c(-c2ccccc2Cl)noc1C	i	4	2	i	-7	-1	i	i	1	i	i

(continued)
SMILES	KCNK9 inh	HDAC3 inhib	DYRK1A inh	KCNK3 inh	hERG rescue	GSK3A inh	KCNQ1 pot	RGS4 pot	GSK3B inh	KCNQ1 block	PolyA inhibitor
Cc1ccc(OCc2cc(C(=O)NCc3cc(F)ccc3C)no2)cn1	i	.	0	i	-16	.	i	i	-1	i	i
O=c1[nH]cccc1-c1nc2cc(Cl)ccc2n1Cc1ccccc1	i	-112	0	i	-10	1	i	i	0	i	i
O=C(CSc1nnnn1-c1ccccc1F)Nc1nc2ccccc2s1	i	-1	-1	i	-7	-6	i	i	-4	i	i
c1ccc(OCc2nnc3sc(C4COc5ccccc5O4)nn23)cc1 (stereo unspecified)	i	-2	20	i	-12	5	i	i	-3	i	i
CCOc1ccc(C(C(=O)NC2CCCC2)N(C(=O)CNC(=O)c2ccco2)c2cccnc2)cc1 (stereo unspecified)	i	6	-9	i	-7	0	i	i	-2	i	.
COc1ccccc1C(=O)NCC(=O)NCCc1ccc(Cl)cc1	i	2	-3	i	-5	-2	i	i	0	i	i
Cc1cc(C)c2oc(C(=O)N3CCN(Cc4ccccc4)CC3)cc(=O)c2c1	i	-1	5	i	-1	-1	i	i	-1	i	i
COC(=O)c1ccc(/C=C/c2c(-c3ccc(OC)cc3)oc3ccc(N4CCOCC4)cc23)cc1	i	5	1	i	-10	0	i	i	0	i	i
CN(C)n1cccc1/C=C(\C#N)S(=O)(=O)c1cccc(Cl)c1	i	8	-2	i	-5	-3	i	i	4	i	i
c1ccc(-c2csc(Cc3nnc4n3CCCCC4)n2)cc1	i	0	-1	i	-8	-2	i	i	2	i	i
Cc1ccc(OCC(=O)NNC(=S)NC(=O)C(C)(C)C)c(Br)c1	i	7	-3	i	-5	-3	9*	i	-1	i	i
CCN(c1ccccc1)S(=O)(=O)c1nnc(NC(=O)C(C)(C)C)s1	i	4	-11	i	-7	0	i	i	3	i	i
COc1ccc(OC)c(S(=O)(=O)N2CCN(c3ccccc3)CC2)c1	i	0	-5	i	-11	1	i	i	3	i	i
Cc1ccc(S(=O)(=O)Nc2cc(=O)[nH]c(SCC(=O)Nc3cccc(C)c3)n2)cc1	i	.	-1	i	-6	-2	i	i	-5	i	i
C#CCOCCOCCOCCNc1nc(N2CCN(C(=O)[C@H]([C@@H](C)CC)n3cc(CCCN=C(N)N)nn3)CC2)nc(N2CCN(C(=O)[C@H](C)n3cc(CCCN=C(N)N)nn3)CC2)n1	i	0	.	.	-1	1	i	i	-4	i	i

Some of the compounds tested (hit frequency here may not be typical).
